Xi reactivation – X-chromosome reactivation activator. XiGFP mouse fibroblasts, % GFP-positive cells imaging, 3 d; cells co-treated with 5-aza-dC sensitizer; scaled so ellipticine positive control = 100%. activation, % at 7.58 µM. 360,000 tested, 0.055% active. AID 743238;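 active = mean normalized replicate activation at least 10% and every replicate at or above 10%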;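 note: 0% = median of on-plate neutral control wells and 100% = ellipticine 6 µM median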
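System: 68-5-11 XiGFP fibroblast line; Timing: 3 days compound exposure; Compound dosing: one concentration, pinned; Benchmarks: positive control ellipticine, 6 µM final; Buffer or medium: DMEM containing 5-aza-dC.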
RAD52 anneal inh – inhibitors of human RAD52 DNA annealing. recombinant RAD52 DNA annealing, FRET fluorescence. inhibition, % at 18.7 µM. AID 651710. P43351. 360,000 tested, 0.46% active;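 active = every replicate showing at least 50% inhibition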
S100A4 MyoIIA – blocks human S100A4 binding to myosin IIA peptide; S100A4/TAMRA-MyoIIA peptide fluorescence polarization; inhibition, % at 10.7 µM; 360,000 tested, 0.14% active; AID 652163;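 active = mean inhibition of at least 70% across replicates, with every replicate also reaching that level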
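Material: S100A4 monomer protein | Medium: HEPES pH 7.2 with CaCl2, KCl, NaCl, DTT, Triton | Reagent: Labelled myosin peptide probe, 5 nM | Doses: One dose per compound | Times: 5 min incubation before reading | Benchmarks: Neutral control DMSO, positive control TFP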
E-sel inducer – induces E-selectin expression in human endothelial cells. P16581. HUVEC E-selectin immunofluorescence imaging; normalized: neutral wells 0, TNF-alpha wells 100. activation, % at 7.58 µM. 260,000 tested, 0.37% active;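 active = mean E-selectin-positive cell signal at least 10% of the positive control, reached in at least 60% of replicates, without over 20% cell loss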;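 note: in these data hits start at about 27%; measured in HUVEC primary endothelial cells; signal is the percent of cells scored E-selectin positive by PE staining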
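Test system – human umbilical vein endothelial cells (HUVEC), E-selectin induction · Input – 3,000 HUVEC seeded per well · Buffer or medium – EGM-2, gelatin · Compound dosing – single-point compound dose · Detection – immunofluorescence imaging · Measure – percent E-selectin-positive cells · Controls – TNF-alpha high, DMSO low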
ERAP1 inh – blocks human ERAP1 aminopeptidase activity. inhibition, % at 10.7 µM. recombinant ERAP1, Leu-AMC fluorescence, 60 min. 340,000 tested, 0.15% active. Q9NZ08;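 active = mean replicate inhibition of at least 30%, or all replicates individually reaching that 30% level; inactive = mean below 30% and not every replicate reaching it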;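 note: 0% = neutral control wells and 100% = L-leucinethiol positive control wells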
Target sequence (Q9NZ08 whole entry, looked up): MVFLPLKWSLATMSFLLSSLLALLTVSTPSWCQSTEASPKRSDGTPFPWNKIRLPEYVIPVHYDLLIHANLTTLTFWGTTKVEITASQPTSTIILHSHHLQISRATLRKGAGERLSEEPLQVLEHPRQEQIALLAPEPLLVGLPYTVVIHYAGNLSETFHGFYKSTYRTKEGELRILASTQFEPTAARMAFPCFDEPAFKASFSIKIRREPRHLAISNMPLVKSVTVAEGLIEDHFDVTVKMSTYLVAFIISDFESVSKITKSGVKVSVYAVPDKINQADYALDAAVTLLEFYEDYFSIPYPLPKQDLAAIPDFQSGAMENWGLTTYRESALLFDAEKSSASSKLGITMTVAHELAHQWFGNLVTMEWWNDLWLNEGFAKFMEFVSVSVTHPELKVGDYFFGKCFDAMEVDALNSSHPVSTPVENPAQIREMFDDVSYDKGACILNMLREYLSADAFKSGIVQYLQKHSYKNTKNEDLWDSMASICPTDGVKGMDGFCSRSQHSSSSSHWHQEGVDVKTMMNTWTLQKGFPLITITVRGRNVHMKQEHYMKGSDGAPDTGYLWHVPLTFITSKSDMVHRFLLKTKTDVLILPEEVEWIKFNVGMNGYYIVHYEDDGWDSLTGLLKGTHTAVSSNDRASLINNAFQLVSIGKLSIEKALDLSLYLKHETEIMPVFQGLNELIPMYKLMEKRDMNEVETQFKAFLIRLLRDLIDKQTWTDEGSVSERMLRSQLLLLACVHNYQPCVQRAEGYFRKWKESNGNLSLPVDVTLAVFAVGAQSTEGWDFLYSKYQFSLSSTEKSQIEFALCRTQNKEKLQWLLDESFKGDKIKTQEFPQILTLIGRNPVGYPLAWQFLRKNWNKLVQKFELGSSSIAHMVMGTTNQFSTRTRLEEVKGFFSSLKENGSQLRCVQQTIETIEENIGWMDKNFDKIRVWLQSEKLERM
RAD54 inh – blocks human RAD54 Holliday junction branch migration | inhibition, % at 10.4 µM | Q92698 | FAM/BHQ fluorescence | 360,000 tested, 0.14% active;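 active = mean normalized replicate activity at least 40 and at least half of replicates scoring 40 or more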;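 note: 0% = median of neutral control wells and 100% = median of positive control wells; inhibitors cause a drop in the FAM fluorescence signal; in these data hits start at about 50%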
esBAF inh – SWI/SNF esBAF complex inhibition | mouse ES cells, Bmi1-luciferase knock-in reporter, 24 h; 100% = twice the neutral-well signal | reporter increase, % at 12.5 µM | 350,000 tested, 2% active | AID 602393; in the data active = activation above about 40%;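 note: 0% = median of the plate's neutral control wells and 100% = double that signal; a rise in the Bmi1 reporter signal indicates esBAF inhibition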
ERp5 block – inhibitors of human ERp5; inhibition, % at 9.99 µM; 350,000 tested, 0.05% active; Q15084; ERp5 insulin aggregation, absorbance 650 nm, 90 min; AID 651711;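 active = mean replicate inhibition above about 25%, with every replicate also reaching it, limit read from the data, passing the limit was not always enough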
Active calls of the source: *; . = not tested or not shown; & = joins results of further samples.

structure	Xi reactivation	ERp5 block	S100A4 MyoIIA	RAD54 inh	ERAP1 inh	esBAF inh	RAD52 anneal inh	E-sel inducer
C[C@@H]1CN([C@@H](C)CO)C(=O)c2cc(NC(=O)Nc3ccc4c(c3)OCO4)ccc2O[C@H]1CN(C)C(=O)Nc1ccccc1	-1.1	.	.	0	.	4	.	-0.7
COC(=O)/C(C#N)=C/c1c(Oc2cc(C)cc(C)c2)nc2ccccn2c1=O	0.0	-6	-1	-3	-4	.	-70	0.3
COc1ccc(CCNc2ccc(C(CC(N)=O)NC(=O)Cc3ccc(Br)cc3)cc2[N+](=O)[O-])cc1 (stereo unspecified)	0.1	4	2	-8	6	7	-65	0.1
O=C(O)CC1(CC(=O)N2CCC(C(=O)O)CC2)CCCC1	0.1	-3	-1	.	-1	0	-10	0.0
CCC(=O)Nc1nnc(SCC(=O)Nc2ccc3c(c2)OCCO3)s1	0.0	2	-2	-1	-4	-2	-6	-0.3
Cc1cc(C)nc(NN=CC2=C(N3CCOCC3)/C(=C/c3ccc(Cl)cc3)CC2)n1	0.0	0	-12	.	0	.	-12	0.0
O=C(Cn1cc(C(F)(F)F)cc(Cl)c1=O)NCc1ccc(Cl)cc1	0.4	1	-2	-16	3	3	-18	0.1
CCOC(=O)c1nc(S(C)(=O)=O)ncc1Cl	.	-2	4	0	3	14	-4	.
O=C(Nc1ccc(Cl)cc1)N[C@H]1CC[C@@H](CCNS(=O)(=O)c2ccccc2F)O[C@@H]1CO	0.3	7	-16	-4	1	-2	-5	-0.1
CC(C)NC(=O)C(=O)Nc1ccc2c(c1)N(S(=O)(=O)c1cccs1)CCC2	0.1	15	4	6	-2	-5	-6	-0.3
COc1ccc(C#Cc2ccc3c(c2)[C@]2(C(=O)N3)[C@H](c3ccc(OCCO)cc3)N3[C@H](c4ccccc4)[C@H](c4ccccc4)OC(=O)[C@H]3[C@@H]2C(N)=O)cc1	.	-7	-10	-4	1	.	-5	.
C=CCNC(=S)N/N=C/c1ccc(N(CC)Cc2ccccc2)cc1	0.1	.	.	-2	.	4	.	0.3
CC(=O)Nc1ccc(/C=N\NC(=O)CNS(=O)(=O)c2ccc([N+](=O)[O-])cc2)cc1	0.2	2	-2	-9	3	.	1	.
COc1ccc(OC)c(C(C)NC(=O)C23CC4CC(CC(C4)C2)C3)c1 (stereo unspecified)	0.4	0	1	3	.	6	-10	-0.1
CN1CC(=O)Nc2ccccc2C1=O	0.5	3	-1	.	-1	.	0	0.2
CCOC(=O)c1ccc(NC(=O)c2ccco2)cc1	0.3	3	1	8	-3	72*	-10	.
O=C(COC(=O)c1ccc([N+](=O)[O-])o1)Nc1cccc2ccccc12	-0.8	1	-27	.	4	.	2	0.8
O=C(C(=O)N1CCCc2ccccc21)c1c[nH]c2ccccc12	.	6	6	6	1	-3	-12	.
CN(CCCCCCCCCCN(C)C(=O)Oc1cccc([N+](C)(C)C)c1)C(=O)Oc1cccc([N+](C)(C)C)c1	0.0	2	19	-5	-7	1	52*	2.0
CC=Cc1ccc2n(c1=O)C[C@H]1[C@H](CO)[C@@H](C(=O)NCCc3cn(C)cn3)N(C(=O)C3CC3)[C@@H]21 (mixture of isomers)	0.1	0	0	-1	-1	1	10	-0.1
CC(C)NC(=O)NC(=O)COC(=O)c1cc(S(=O)(=O)N2CCCCC2)ccc1N1CCOCC1	0.0	0	1	-1	1	-5	-7	1.3
COc1ccc(C2CC(c3ccc(Br)cc3)=NN2C(=O)CCC(=O)O)cc1OC (stereo unspecified)	0.0	-1	2	-4	-4	-2	0	1.5
CCCC#Cc1cnc2c(c1)C(=O)N([C@@H](C)CO)C[C@H](C)[C@H](CN(C)C(=O)Nc1cc(F)ccc1F)O2	0.1	0	2	14	2	0	-7	1.0
CO[C@@H]1CN(C)C(=O)c2cc(NS(=O)(=O)c3c(C)noc3C)ccc2OC[C@@H](C)NC[C@@H]1C	0.0	3	-3	-10	-1	0	-13	0.1
COc1ccc(Br)c(OC)c1C(=O)NC(=O)Nc1c(F)cccc1F	-0.1	1	-3	-7	-3	1	-13	-1.4
COc1ccc(NC(=O)N(C)C[C@@H]2Oc3ncc(-c4cccc(C(F)(F)F)c4)cc3C(=O)N([C@H](C)CO)C[C@@H]2C)cc1	-0.5	6	-8	-4	0	2	15	0.0
CC(C)N1CCN(Cc2ccoc2)CC1CCO (stereo unspecified)	0.0	3	1	9	-2	-2	-10	3.3
CC(C)(O)c1cc2ccccc2c(=O)o1	-0.3	-10	-2	-4	-1	5	-2	0.1
CN1c2ccc(C3=CCCCC3)cc2[C@@H]2[C@@H](CCN2C(=O)Nc2ccc(F)cc2)[C@@H]1CO	0.1	1	.	-2	.	-1	-4	0.1
CO[C@H]1CN(C)C(=O)c2cc(NS(=O)(=O)CC(F)(F)F)ccc2OC[C@H](C)N(C)C[C@@H]1C	-0.1	-4	-2	9	-2	-1	15	-0.1
CCN1CCN(C(=O)C2CC(=O)N(c3ccc(Cl)cc3)C2)CC1 (stereo unspecified)	0.0	-1	-1	-8	-4	1	-4	-0.1
CCOC(=O)C1=CCN(S(=O)(=O)c2ccccc2F)C1c1ccc(F)cc1 (stereo unspecified)	0.0	2	1	10	-2	-9	1	-0.3
CCOc1ccc(N2CC(C(=O)Nc3cc(Cl)ccc3-n3cncn3)CC2=O)cc1 (stereo unspecified)	0.0	2	-5	.	0	.	2	2.9
COc1ccc(S(=O)(=O)N(C)C[C@H]2Oc3ccc(NC(=O)Nc4ccccc4)cc3C(=O)N([C@@H](C)CO)C[C@@H]2C)cc1	-0.2	10	-11	9	2	-2	-7	0.1
Cc1ccc(NC(=O)CN(C)C(=O)c2cccc(S(=O)(=O)N3CCc4ccccc43)c2)cc1	0.2	-5	3	11	2	-6	-9	-0.4
N#C/C(=C/c1ccc(O)cc1)C(=O)NCc1ccc(Cl)cc1	0.3	-1	5	-7	-2	4	-3	.
CC(=O)Nc1ccc2c(c1)C(=O)N(C)[C@@H]1CC[C@@H](CC(=O)NCc3ccc4c(c3)OCO4)O[C@@H]1CO2	0.3	.	.	1	.	2	.	0.1
CC(C)NC(=O)Nc1cccc2c1O[C@H](CN(C)S(=O)(=O)c1cn(C)cn1)[C@H](C)CN([C@@H](C)CO)C2=O	0.0	4	8	-8	-1	3	-2	0.2
COc1ccc(S(=O)(=O)N2CC[C@@H]3[C@H](CO)Nc4ccc(C#Cc5cccc(OC)c5)cc4[C@@H]32)cc1	0.0	4	-6	.	0	.	-22	-0.1
COC(=O)C[C@H]1C[C@H]2c3cc(NC(=O)Nc4ccccc4F)ccc3O[C@H]2[C@@H](CO)O1	0.2	-14	-2	6	-4	5	10	0.1
C[C@@H]1CN([C@@H](C)CO)C(=O)c2cccc(NS(=O)(=O)c3ccc(F)cc3)c2O[C@@H]1CN(C)C(=O)Nc1ccccc1	-1.0	0	-3	3	0	1	9	-0.1
CCOc1ccc2nc(NC(=O)CN3C(=O)C4CCCCC4C3=O)sc2c1 (stereo unspecified)	0.2	-6	-4	13	1	30	-28	-0.2
CCc1cc2c(COC(=O)c3cccc(S(C)(=O)=O)c3)cc(=O)oc2cc1O	-0.1	5	-7	-4	1	5	-56	.
O=C(N/C(=C\c1ccco1)C(=O)N1CCC(O)CC1)c1ccccc1	0.0	4	1	12	-1	-3	-29	-0.1
Cc1cc(-c2ccccc2)nc(SCc2ccc(C(=O)O)cc2)n1	0.0	-2	1	4	-1	4	-15	.
C[C@@H](O)C#Cc1ccc2c(c1)O[C@@H](CN(C)CC1CCOCC1)[C@@H](C)CN([C@@H](C)CO)S2(=O)=O	-1.0	1	5	-13	-5	-3	10	0.5
CCN(CC)CCCn1c2c(c(SCC(=O)Nc3cc(OC)cc(OC)c3)nc1=O)CCC2	-0.1	0	-2	1	4	-11	-1	1.6
COc1ccc(NC(=O)Nc2ccc3c(c2)[C@@H]2C[C@@H](CC(=O)NC4CCCC4)O[C@H](CO)[C@@H]2O3)cc1	0.3	-3	-4	3	-1	-2	0	-0.1
C[C@H]1CN([C@@H](C)CO)C(=O)c2cc(/C=C/c3ccccc3)cnc2O[C@H]1CN(C)Cc1ccccc1F	0.0	0	4	-1	2	0	-5	-0.2
COCC(=O)N1CC2(C1)CN(Cc1cc(F)ccc1F)[C@@H](CO)c1[nH]c3cc(OC)ccc3c12	0.1	-1	-2	.	0	.	-22	0.8
C[C@H](CO)N1C[C@H](C)[C@H](CN(C)C(=O)Nc2ccc3c(c2)OCO3)Oc2ncc(Br)cc2C1=O	0.2&0.1	-5	-5&11	-6&-6	2&1	7&-3	-6&5	0.0
Clc1ccccc1/C=C/c1nc(-c2ccccn2)no1	-0.1	1	-6	-5	-4	.	-18	.
C=C(C)CN(CC)C(=O)CCc1nnc(CCc2c[nH]c3ccccc23)o1	0.1	6	-1	.	8	-2	-7	.
CC(C)(C)OC(=O)N1CCCC(C(=O)Nc2cccc(C(=O)NCCCCc3ccccc3)c2)C1 (stereo unspecified)	0.1	3	0	-4	9	-2	4	0.7
CCc1ccccc1-n1nnnc1-c1cnccc1C(F)(F)F	0.0	2	9	1	.	-4	-1	.
Cc1ccc(S(=O)(=O)N2C(c3ccc(Cl)c(Cl)c3)CC=C(C(=O)O)C2c2cccc(Cl)c2)cc1 (stereo unspecified)	0.0	-1	2	.	-3	.	-8	-0.1
